High-throughput results (PubChem)
mcGAS lum: cyclic GMP-AMP synthase inhibitors, mouse, primary biochemical chemiluminescence; recombinant cGAS, Kinase-Glo ATP depletion luminescence; actives 0.15% (n = 160,000); Q8C6L5; AID 1259399, 2018; inhibition, % at 12.5 µM;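 also: 0% = negative control wells and 100% = reference inhibitor with no enzyme activity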
hcGAS lum: Primary biochemical luminescence assay for human cyclic GMP-AMP synthase inhibitors | inhibition, % at 12.5 µM | recombinant h-cGAS, ATP depletion, Kinase-Glo luminescence | actives 0.081% (n = 290,000);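 also: 0% = vehicle reaction and 100% = reaction without DNA for no activity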
Target sequence (Q8N884 whole entry, looked up): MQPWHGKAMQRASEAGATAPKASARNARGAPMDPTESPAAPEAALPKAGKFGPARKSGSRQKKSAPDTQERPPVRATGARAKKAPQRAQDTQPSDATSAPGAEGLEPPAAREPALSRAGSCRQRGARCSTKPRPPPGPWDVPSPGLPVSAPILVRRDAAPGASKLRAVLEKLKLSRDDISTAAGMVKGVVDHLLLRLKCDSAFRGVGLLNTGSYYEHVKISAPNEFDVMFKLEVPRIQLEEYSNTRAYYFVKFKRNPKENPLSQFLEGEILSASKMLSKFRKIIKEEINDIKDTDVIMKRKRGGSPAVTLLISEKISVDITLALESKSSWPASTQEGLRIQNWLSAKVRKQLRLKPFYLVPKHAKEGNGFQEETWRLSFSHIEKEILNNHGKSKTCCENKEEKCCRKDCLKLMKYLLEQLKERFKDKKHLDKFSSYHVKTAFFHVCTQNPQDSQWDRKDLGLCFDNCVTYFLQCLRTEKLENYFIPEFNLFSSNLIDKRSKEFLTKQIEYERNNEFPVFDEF
NPYLR7 ag: agonists of mosquito NPYLR7 receptor, primary screen, cell-based, Aedes aegypti, calcium fluorescence, mosquito biting behavior; Aedes aegypti neuropeptide Y-like receptor 7 (NPYLR7); HEK293T NPYLR7/Galpha15, GCaMP6s calcium fluorescence; activation, % at 10 µM; actives 0.15% (n = 270,000); AID 1259423, 2018; in the data active = activation above about 40%;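 also: 0% = vehicle and 100% = reference agonist at the receptor; some compounds past the cut are filed as inactive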
* = called active by the depositor; / = no result given; & = joins results of further samples. Rule as the data show it, unless noted: active = inhibition above about 40%; inactive = the rest.

Every second line gives: mcGAS lum | hcGAS lum | NPYLR7 ag
CC(C)CNC(=O)C(C)(C)n1cc(-c2ccc3c(c2)OCCO3)cn1
  -8 | -3 | 2
OC(COCc1ccccc1)CN(Cc1ccc(F)cc1)CC1CCCO1 (stereo not given)
  -6 | -6 | 48
CCc1nc2ccc(C(=O)N3CCCC(C(N)=O)C3)cn2c1N(C=O)CC (stereo not given)
  6 | 0 | -8
CN(C)CCCN(C(=O)c1ccnn1C)c1nc2ccc(F)cc2s1
  -8 | -5 | /
Cc1cc(C(=O)NC(CC(C)(C)C)c2ccc(F)cc2)on1 (stereo not given)
  / | 1 | 3
COc1ccc(-c2csc(C(C)(NC(C)=O)c3ccccc3)n2)cn1 (stereo not given)
  / | -14 | 6
O=C(CCl)N1CCCN(c2nc(Cc3ccccc3)nc3onc(-c4ccccc4)c23)CC1
  11 | 0 | 2
CCOCCCn1c(SCc2cccc(C(=O)OC)c2)nc2cc(C(=O)OCC)ccc21
  -6 | -6 | 7
Oc1cccc(C2c3[nH]c4ccccc4c3CCN2Cc2cnn(-c3ccccc3)c2)c1 (stereo not given)
  -10&-2 | -5&8 | 3&0
O=C(CSc1nc(=O)n2cc(Cl)ccc2n1)Nc1cccc(Cl)c1
  / | 7 | 22
COc1cc(C2CC(=O)N3CN(c4ccc(F)cc4)CSC3=C2C#N)cc(Br)c1O (stereo not given)
  / | 3 | 3
CC(=O)Nc1cccc(-n2cnn(CN(C)CC3CCCCC3)c2=S)c1
  / | -6 | 8
C=CCNC(NC(=O)OCC)(C(F)(F)F)C(F)(F)F
  -7 | -17 | 1
COCc1ccc2ccccc2c1-c1ccc(C(=O)N(C)C)cc1
  / | -2 | 12
CC1(C(=O)NS(=O)(=O)c2ccc3ccccc3c2)CCN1C(=O)Cc1cccs1 (stereo not given)
  / | -7 | 5
CCc1nc(CCNC(=O)NC)sc1C
  / | 15 | 9
COCCCN(CC(=O)N(CCc1c[nH]c2ccccc12)Cc1ccc(F)cc1)C(=O)c1ccc([N+](=O)[O-])cc1
  -6 | -4 | 13
CC(C)(CO)Nc1nc(N2CCOCC2)nc(N2CCOCC2)n1
  -2 | 1 | 1
O=S(=O)(Nc1ccc2nc(-c3cccnc3)nn2c1)c1ccoc1
  0 | 0 | 2
Cc1nn(C)c(C)c1C(C)NC1CCN(c2ccc(C(=O)NCc3ccc4c(c3)OCO4)cc2)CC1 (stereo not given)
  -11 | -7 | 6
O=C(CSc1nc2[nH]ncc2c(=O)[nH]1)OCc1ccccc1
  / | -1 | 5
CCc1nc(CN2CCCCC2C)cs1 (stereo not given)
  / | -7 | 16
CN(C(=O)c1ccc(N=Cc2nc(-c3cccc4ccccc34)oc2O)cc1)c1ccccc1
  0 | -2 | -4
O=C(NCC1CCCN(Cc2ccc3c(c2)CCO3)C1)c1n[nH]c2ccccc12 (stereo not given)
  / | -7 | 5
CSc1nnc2ccc(-c3ccc(Br)cc3)nn12
  -8 | -7 | -10
Cc1ccsc1CN(C)C(=O)c1cc(S(N)(=O)=O)c(C)o1
  / | -6 | 4
Cc1nn(-c2ccccc2)c2nc(Cc3ccccc3)nc(N3CCCN(C(=O)/C=C/c4ccc([N+](=O)[O-])cc4)CC3)c12
  0 | 4 | /
O=C(Nc1ccncc1)Nc1c[nH]c2ccccc12
  -8 | -7 | 2
CCOc1cccc2c1OC[C@@H]1CN(CC)C(=O)CCN(C(=O)C3CC3)[C@H]21
  0 | 12 | -3
C=CCn1cc(CNC(CC)c2ccnn2C)c(C)n1 (stereo not given)
  / | -6 | 4

An excerpt of these results, with each value named:
> CC(=O)Nc1cccc(-n2cnn(CN(C)CC3CCCCC3)c2=S)c1
  mcGAS lum: / | hcGAS lum: -6 | NPYLR7 ag: 8
> CCOCCCn1c(SCc2cccc(C(=O)OC)c2)nc2cc(C(=O)OCC)ccc21
  mcGAS lum: -6 | hcGAS lum: -6 | NPYLR7 ag: 7
> CC(C)CNC(=O)C(C)(C)n1cc(-c2ccc3c(c2)OCCO3)cn1
  mcGAS lum: -8 | hcGAS lum: -3 | NPYLR7 ag: 2
> C=CCn1cc(CNC(CC)c2ccnn2C)c(C)n1 (stereo not given)
  mcGAS lum: / | hcGAS lum: -6 | NPYLR7 ag: 4

The results go on.
Every second line gives: mcGAS lum | hcGAS lum | NPYLR7 ag
Cc1ccccc1C1c2ccsc2CCN1C(=O)CN(Cc1ccco1)C(=O)C(C)(C)CCl (stereo not given)
  -7 | -9 | 23
COc1ccc(C(=O)N2CCN(c3cc(Cl)nc(SCC(=O)NCCc4ccccn4)n3)CC2C)cc1 (stereo not given)
  -4 | -10 | -5
COc1cccc(OCCn2c(C3CC(=O)N(Cc4ccccc4)C3)nc3ccccc32)c1 (stereo not given)
  -3 | -10 | -1
Brc1cc2c(cc1CSc1nnc(C3CC3)n1C1CC1)OCCO2
  2 | 13 | 1
O=C(NNC(=O)C1CCCN1C(=O)c1cccs1)c1ccccc1 (stereo not given)
  -9 | -1 | 1
Cc1noc(C)c1S(=O)(=O)N1CCC(CCC(=O)Nc2ccccc2)CC1
  / | -8 | 8
Cc1[nH]c2ccc(F)cc2c1CC(=O)Nc1ccccn1
  / | -2 | 22
O=C1C(Oc2ccc(F)cc2)CCN1C1CCOCC1 (stereo not given)
  / | -7 | 3
O=C1CC2(CCN(C(=O)c3cc(C(F)(F)F)ccc3Cl)CC2)CN1
  -10 | -1 | 9
CC(NC(=O)c1ccc(Cl)c(S(=O)(=O)N2CCCC2)c1)c1ccco1 (stereo not given)
  -1 | 4 | 2
CCc1nc2ccc(C(=O)N3CCN(c4ccccc4)CC3)cn2c1N(C)Cc1nccs1
  -3 | -2 | -8
Cc1ccc(N2CCCC(NCc3c(C)nn(C)c3Cl)C2)nn1 (stereo not given)
  -7 | -11 | 1
COc1ccc(CCC(=O)N2CCc3c(nc(-c4ccccc4)[nH]c3=O)C2)cc1
  / | -2 | 3
NC(=O)NCC(=O)N1CCOC(Cc2ccccc2Cl)C1 (stereo not given)
  -15 | -9 | 4
CCOC(=O)c1ccc2c(c1)nc(SCc1cc(C(F)(F)F)ccc1F)n2Cc1ccccn1
  -6 | -5 | 0
FC(F)Oc1ccccc1C=NNc1nc(-c2ccncc2)nc2ccccc12
  / | -3 | -4
O=C1N=c2ccccc2=C1c1sc(=S)n(NC(=O)c2ccc([N+](=O)[O-])cc2)c1O
  -4 | -2 | -4
Cc1oc(-c2ccc(Cl)cc2)cc1CO
  -4 | -1 | -7
CCC(c1cccnc1)N(C)Cc1ccc(S(C)(=O)=O)cc1 (stereo not given)
  -17 | -4 | 4
O=S(=O)(c1ccc2c(c1)OCCCO2)N1CCc2ccccc2C1
  -1 | -1 | 0
CCCCc1nnc2sc(/C=C/c3ccccc3)nn12
  -6 | -6 | 6
Cc1ccc(C)c(-c2nnc(NC(=O)/C=C/c3cccs3)o2)c1
  / | 1 | 12
CC(C)N(C)c1ccc(N)cc1F
  / | -14 | 13
N#Cc1ccc(NC(=O)NC2CC2c2c(F)cccc2F)cc1 (stereo not given)
  / | -6&-3 | -21&0
COc1cc(/C=C(/C#N)c2nnc3n2CCCCC3)cc(OC)c1O
  -16 | -10 | -3
Cc1cc(Nc2nc(N[C@@H](C)c3ccc(F)cc3)c(C#N)cc2F)n[nH]1
  -7 | -6 | -5
CS(=O)(=O)c1cc([N+](=O)[O-])c(Sc2nc3ccccc3[nH]2)c([N+](=O)[O-])c1
  0 | -2 | 1
Cc1ccsc1[C@@H]1CCN(C(=O)COc2ccc3c(c2)OCO3)C[C@H]1O
  / | 0 | 18
Cc1[nH]c(=O)c(C#N)c(C)c1CCC(=O)Nc1ccccc1SC1CCCC1
  / | -2 | 0
CCNC(=O)C1(C)CCN1C(=O)C/C=C/c1ccccc1 (stereo not given)
  -5 | -7 | 18
COc1ccc(-c2cnc3ncnn3c2N2CCN(C(=O)NC3CCCCC3)CC2)cc1OC
  -6 | -1 | 17
N#Cc1ccc(S(=O)(=O)NC(=O)c2ccc3c(c2)CCO3)cc1
  / | 5&-18 | -1&0
Cc1ccc(Cl)c2sc(=NC(=O)C3CC3)n(C)c12
  -6 | -5 | 1
CCc1nc2c(OCCOC)cccn2c1N(CCOC)C(C)=O
  1 | 2 | -13
CCn1nnc2c(SCc3ccc(C(=O)OC)o3)ncnc21
  / | -5 | 2
CCOC(=O)C(Cc1ccc(O)cc1)NC(C)=O (stereo not given)
  -2 | -1 | /
CC(C)c1cc(Oc2cccc(F)c2)nc(SCc2cccc(C#N)c2)n1
  -5 | -8 | 3
Cc1ccc(N2CCn3c2nc2c3c(=O)n(CCCO)c(=O)n2C)cc1
  -7 | -4 | 7
CCn1c(C2CCN(CC3CCN(CCOC)CC3)CC2)nn(C)c1=O
  -19 | -4 | 5
O=C(CCC1CCN(C(=O)CC2CCC(=O)N2)CC1)Nc1ccccc1 (stereo not given)
  / | -6 | 13
CN(C(=O)c1ccc(Br)o1)c1ccccc1C(=O)Nc1ccc(F)cc1
  / | -9 | 2
CCc1nc2ccc(C(=O)NC3CCN(Cc4ccccc4)CC3)cn2c1N(CC)Cc1cccc(Br)c1
  -3 | -6 | 21
O=C(NNC(=O)c1ccc(-c2ccc(F)cc2)o1)c1ccc2c(c1)OCO2
  -9 | -6 | /
Cc1cc(C(=O)NCc2csc(-c3ncccn3)n2)c2cccc(C)c2n1
  -18 | -1 | 12
Cc1ccn2c(=O)c(NC(=O)C(C)(C)C)c(C)nc2c1
  / | -10 | 1
COc1cccc(OC)c1C(=O)N1CCN(C(C(=O)NCc2ccc3c(c2)OCO3)C2CCCC2)CC1 (stereo not given)
  / | 3 | 5
COc1cccc(CNS(=O)(=O)c2cc3c4c(c2)CCN4C(=O)CC3)c1
  / | -5 | 9
CC(C(=O)Nc1ccc(Cl)cn1)N(C)CC(=O)Nc1cccc(F)c1 (stereo not given)
  -7 | -9 | -2
CC1CCC2(CC1)NC(=O)N(CC(=O)NC(C)C(C)C)C2=O (stereo not given)
  / | -9 | 0
NC(COCc1ccccc1)c1csc(Nc2ncccn2)n1 (stereo not given)
  / | -9 | -2

(more compounds)
Every second line gives: mcGAS lum | hcGAS lum | NPYLR7 ag
O=C1CCC2(CCCO2)CCN1CCOCc1ccccc1 (stereo not given)
  -8 | -9 | /
Cc1nn(C)c2ncc(NC(=O)c3nn(-c4ccc(Cl)cc4)c(C)cc3=O)cc12
  / | -6 | 1
CCOC(=O)C(=CC(=CN(C)C)C=C(C(=O)OCC)C(=O)OCC)C(=O)OCC
  / | -4 | -13
COc1ccc(N2C(=O)c3ccccc3NC23CCN(CCCC#N)CC3)cc1
  / | -5 | 0
O=S(=O)(NCc1cn2cc(Cl)ccc2n1)c1ccc(F)cc1
  / | 6 | -4
O=C(NCCN1CCOCC1)c1cc2ccsc2n1CCCc1ccccc1
  -2 | -3 | -2
O=C(CN1CCN(Cc2cc(-c3ccc(Cl)cc3)no2)CC1)N1CCOCC1
  / | -8 | 1
CN(C)S(=O)(=O)c1ccc(=S)[nH]c1
  / | -2 | 13
CC(=O)Nc1ccc(CN2CCCN(c3ccncc3C)CC2)cc1
  / | -1 | -6
CC(=O)N1CCc2nc(C)nc(NCCSc3ccccn3)c2CC1
  / | -2 | 3
CCNC(=O)Cc1csc(SCc2ccc(C)cc2)n1
  -6 | -6 | /
NS(=O)(=O)c1ccc2c(c1)OCCO2
  / | -5 | 1
O=c1c(/C=N\O)c(SCc2ccccc2)nc2ccccn12
  / | -1 | -8
COc1cncc(-c2cccc(CN3CCOCC3)c2)c1
  / | -5 | -1
O=C(Nc1cccc(Cl)c1)C1CC12c1ccccc1-c1ccccc12 (stereo not given)
  -4 | -5 | -6
CC(C)Oc1ccc(-c2cc(C(=O)N/N=C\c3cccs3)[nH]n2)cc1
  -2 | -11 | 0
Cc1nc2c(N(CCO)Cc3ccccc3)ncnc2o1
  -8 | -2 | /
Cc1cccc(NC(=O)CN(C)c2ncnc3sccc23)c1C
  -8 | -7 | 1
CN(Cc1ccccc1)c1ncccc1CNC(=O)c1ccc[n+]([O-])c1
  / | -10 | 7
C=CCN1C(=O)C(C(C)CC)NC12CCN(C(=S)NC(C)C)CC2 (stereo not given)
  / | -7 | 5
COc1cccc(OC)c1OCc1nc(C(=O)NCc2ccc3c(c2)OCO3)cs1
  -4 | -11 | 19
CCc1csc(CNC2CCCNC2)n1 (stereo not given)
  / | -7 | 9
C[C@@H]1COCCN1c1cc(C2(S(C)(=O)=O)CC2)nc(-c2cccc3[nH]ccc23)n1
  -12 | -6 | -1
COC(=O)c1ccc2c(c1)S(=O)(=O)NC(=NCc1ccco1)S2
  / | 1 | -2
Cc1cccc(/C=C/C(=O)N2CCCC(c3nncn3C(C)C)C2)c1 (stereo not given)
  / | -5 | 3
O=C(NCCNc1nc(-c2cccc(Br)c2)nc2ccccc12)Nc1ccc(Cl)cc1Cl
  -5 | -3 | /
Cc1nccn1-c1cc(CNS(=O)(=O)C2CCCCC2)ccn1
  -7 | -12 | 9
Cc1ccc2cccc(OC(=O)c3cccc(Br)c3)c2n1
  -6 | -7 | 1
Cc1sc2nc(CCc3ccccc3)nc(N3CCN(C(=O)Nc4c(Cl)cccc4Cl)CC3)c2c1C
  -6 | -9 | 9
O=C(Nc1ccc(Cl)cc1C(=O)c1ccccc1Cl)c1cc2nc(-c3cccs3)cc(C(F)(F)F)n2n1
  -4 | -3 | -12
Cc1ccc(C)c(C2C(C#N)C(=N)SC(=N)C2C#N)c1 (stereo not given)
  / | -3 | 120*
CCS(=O)(=O)NC(C)c1cccc(C(F)(F)F)c1 (stereo not given)
  -1 | 1 | -2

In another format: entries from further up
smiles: Cc1nccn1-c1cc(CNS(=O)(=O)C2CCCCC2)ccn1
  mcGAS lum: -7 | hcGAS lum: -12 | NPYLR7 ag: 9
smiles: Cc1ccc2cccc(OC(=O)c3cccc(Br)c3)c2n1
  mcGAS lum: -6 | hcGAS lum: -7 | NPYLR7 ag: 1
